Source: PubChem BioAssay
APE1 inh = inhibitors of human APE1 endonuclease; P27695; recombinant APE1, TAMRA/BHQ-2 abasic DNA cleavage fluorescence; AID 2517; 350,000 compounds, 0.35% hits; Potency, µM (series often up to 65.8 µM), for inactives: top-dose activity change, negative = inhibition, actives largely listed as inhibitors;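 further: potency means the concentration at half of the fitted maximal effect; plate controls were vehicle for no effect and reference inhibitor for full effect; nearly all actives have a fitted effect of over 55% in size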
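Endonuclease cleavage of a quenched abasic-site DNA duplex (50 nM) by APE1 (0.75 nM) was tracked by TAMRA dequenching. Compounds were preincubated with enzyme 15 min at room temperature; data normalized to buffer-only and DMSO wells plus NSC13755 control.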
Pol beta inh = inhibitors of human DNA polymerase beta | P06746 | Pol beta primer extension/strand displacement, fluorescence kinetic | Potency, µM (top dose mostly 114 µM), for the others: top-dose activity change, negative = inhibition, actives largely listed as inhibitors | 340,000 compounds, 1.3% hits; further: potency means the concentration at half of the fitted maximal effect; on the % scale 0 is the no-effect control and ±100 the full control effect
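Pol beta (10 nM) was preincubated with compound for 15 min at room temperature. The reaction was then started with 50 nM substrate and read immediately and after a further 10 min at room temperature.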
LDHA block = blocks human lactate dehydrogenase A. purified LDHA, NADH/diaphorase-resazurin fluorescence; active compounds read low. activity change, % (values are at about 110 or 230 µM). 480,000 compounds, 0.15% hits; in the data active means activity change below about -30%; inconclusive means mostly about -25% to -30%;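 further: plate controls were DMSO wells for no effect and wells without enzyme for full effect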
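Enzyme activity of human lactate dehydrogenase 5 (2 nM; 0.06 mM NADH, 0.2 mM pyruvate, 5 min, RT) is measured via a resazurin/diaphorase fluorescence readout of residual NADH.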
RGS4 inhibitor = inhibitors of human regulator of G protein signaling 4. Transcreener GDP fluorescence polarization, RGS4-accelerated GTP hydrolysis. Potency, µM (series often up to 114 µM), without a hit: at the highest dose activity change, negative = inhibition, usual class: inhibitors. 390,000 compounds, 0.039% hits. AID 504845; further: potency means the concentration at half of the fitted maximal effect; on the % scale 0 is the no-effect control and ±100 the full control effect; nearly all actives have a fitted effect of over 75% in size; some results filed as inactive show a strong effect at the top dose
Target sequence (P49798 whole entry, looked up): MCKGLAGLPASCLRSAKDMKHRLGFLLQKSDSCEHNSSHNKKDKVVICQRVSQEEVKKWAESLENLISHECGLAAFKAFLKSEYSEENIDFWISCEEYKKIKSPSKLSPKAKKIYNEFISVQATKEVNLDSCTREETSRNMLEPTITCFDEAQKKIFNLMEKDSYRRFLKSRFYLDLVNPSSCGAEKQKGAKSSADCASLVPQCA
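MLSMR compounds (23 nl, pin-transferred) preincubated 10 min at room temperature with a 500nM (2x) first reagent, then RGS4 at 900nM (2x) plus Transcreener GDP mix added; fluorescence polarization (620/688 nm) read before and after 90 min at 30 °C.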
ERG Ets-DNA blk = ERG Ets/DNA interaction inhibition. P11308. fluorescence polarization, His-ERG Ets domain / labelled DNA. Potency, µM (doses to about 76.9 µM), without a hit: at the top dose FP activity, negative = inhibition, actives largely listed as inhibitors. 370,000 compounds, 0.028% hits. AID 624246; active means well fitted inhibition curve with a large enough effect in the polarisation, with a control signal flat; inconclusive means small, poorly fitted or top-dose-only effect, or effect the other way, or a change in a side signal; inactive means no such curve, though single readings can be large or run the other way; the % refers to the polarisation;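 further: polarization taken with two DNA probes labelled with fluorescein and Texas red; potency means the concentration at half of the fitted maximal effect; % of control where 0% means no effect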
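His-tagged ERG Ets domain (1 uM in the protein solution; 300mM KCl, 50mM Tris-HCl, 1mM EDTA, 1mM DTT, pH 7.5) received compound, then a probe mix of 5 nM fluorescein-DNA and 100nM Texas-615-DNA. Fluorescence polarization was read for both dyes.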
ALOX12 inh = ALOX12 (human) lipoxygenase inhibition; P18054; 580,000 compounds, 1.1% hits; Potency, µM (top dose mostly 108 µM), for the others: at the highest dose activity change, negative = inhibition, most hits filed as inhibitors; purified 12hLO, xylenol orange hydroperoxide absorbance; AID 1671190; further: potency means the concentration at half of the fitted maximal effect; on the % scale 0 is the no-effect control and ±100 the full control effect
Target sequence (P18054 whole entry, looked up): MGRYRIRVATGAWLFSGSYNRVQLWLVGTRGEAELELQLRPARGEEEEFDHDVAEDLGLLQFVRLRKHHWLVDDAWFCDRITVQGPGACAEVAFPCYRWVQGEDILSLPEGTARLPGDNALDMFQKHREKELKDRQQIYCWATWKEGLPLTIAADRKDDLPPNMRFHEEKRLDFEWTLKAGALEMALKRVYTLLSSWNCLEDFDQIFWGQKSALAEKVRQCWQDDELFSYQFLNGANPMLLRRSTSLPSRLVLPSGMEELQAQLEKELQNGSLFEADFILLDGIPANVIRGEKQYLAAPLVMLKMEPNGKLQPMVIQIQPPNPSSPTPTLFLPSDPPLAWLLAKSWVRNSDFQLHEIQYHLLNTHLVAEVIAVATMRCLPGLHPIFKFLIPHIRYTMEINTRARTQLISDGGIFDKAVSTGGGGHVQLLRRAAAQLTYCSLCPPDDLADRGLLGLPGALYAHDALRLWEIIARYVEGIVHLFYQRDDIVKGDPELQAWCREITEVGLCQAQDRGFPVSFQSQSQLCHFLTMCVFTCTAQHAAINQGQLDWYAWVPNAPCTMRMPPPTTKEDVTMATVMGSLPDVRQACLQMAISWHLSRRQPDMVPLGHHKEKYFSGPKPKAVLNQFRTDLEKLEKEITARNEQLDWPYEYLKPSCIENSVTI
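Hydroperoxide product was detected by ferrous iron/xylenol orange as the 573 to 405 nm absorbance ratio. Arachidonic acid at 40 uM (final) was turned over for 30 min at room temperature by 150 nM human 12hLO, pH 7.0 Hepes buffer, after 15 min compound preincubation.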
Anesthetic bind = candidate novel general anesthetic via apoferritin binding. P02791. AID 485281. apoferritin/1-aminoanthracene competitive binding, fluorescence. Potency, µM (doses to about 77.5 µM), without a hit: at the highest dose activity change, negative = displacement, hits mostly inhibitors. 350,000 compounds, 0.074% hits; further: potency means the concentration at half of the fitted maximal effect; on the % scale 0 is the no-effect control and ±100 the full control effect; nearly all actives have a fitted effect of over 20% in size
Target sequence (P02791 2-175 limits assumed): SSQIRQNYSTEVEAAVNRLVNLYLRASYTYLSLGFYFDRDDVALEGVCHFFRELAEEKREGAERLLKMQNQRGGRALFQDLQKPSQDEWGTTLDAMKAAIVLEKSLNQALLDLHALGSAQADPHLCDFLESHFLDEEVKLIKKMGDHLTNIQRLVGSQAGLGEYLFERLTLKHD
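Apoferritin-based anesthetic binding model; compound displacement of fluorescent 1-AMA measured as endpoint fluorescence after 10 minutes at room temperature, scaled to free-ligand and complex controls.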
Pol kappa inh = inhibitors of human DNA polymerase kappa. Potency, µM (highest dose often 107 µM), without a hit: top-dose activity, negative = inhibition, hits mostly inhibitors. purified Pol kappa, fluorescent DNA synthesis assay, 10 min. 400,000 compounds, 0.53% hits; further: potency means the concentration at half of the fitted maximal effect; on the % scale 0 is the no-effect control and ±100 the full control effect
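Kinetic fluorescence readout at 0 and 10 min followed reaction start with substrate at 50 nM final. Beforehand, enzyme (10 nM Pol kappa) stood 15 min with compound at room temperature; buffer-only wells were negative controls.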
POLH inh = blocks human DNA polymerase eta activity | recombinant Pol eta, fluorescent DNA replication assay | Potency, µM (highest dose often 114 µM), inactives show top-dose activity change, negative = inhibition, hits mostly inhibitors | 390,000 compounds, 1.2% hits | AID 588591; further: potency means the concentration at half of the fitted maximal effect; on the % scale 0 is the no-effect control and ±100 the full control effect
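Pol eta (10 nM) was preincubated with compounds for 15 min at room temperature, after which fluorescent replication substrate (50 nM final) was added to start the reaction. Fluorescence was read kinetically at 0 and 10 min.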
The depositor's hits bear a star; i = inactive; ? = inconclusive; nt = not tested or not shown; & = joins results of further samples; [ ] = dose if it differs, or a comment. Unless noted, the call rests on the fitted dose curve; in most records, active means well fitted curve in the direction sought with a large enough effect; inconclusive means small, poorly fitted or top-dose-only effect, or another doubt; inactive means no such curve, though single readings can be large; an effect the other way counts as inactive or inconclusive. A portion of the library; rates above refer to the full screens.

Results follow in this order: APE1 inh	Pol beta inh	LDHA block	RGS4 inhibitor	ERG Ets-DNA blk	ALOX12 inh	Anesthetic bind	Pol kappa inh	POLH inh
1. O=C1NC(=O)N(Cc2ccccc2)C(=O)/C1=C\C=C\c1ccco1
 : ?	20µM*	0	?	?	40µM*	?	35µM*	18µM*
2. O=C(Oc1ccc(Cl)cc1)N1CCOCC1
 : 2%	8%	-6	?	-6%	7%	-1%	1%	-13%
3. C[C@]12CC[C@H]3[C@@H](C[C@H](F)C4=CC(=O)CC[C@@]43C)[C@@H]1CC[C@@H]2O
 : -2%	nt	nt	?	nt	3%	-4%	0%[19.4 µM]	nt
4. CN1C(=O)C(=Cc2c(OCc3cnc(Cl)s3)ccc3ccccc23)C(=O)N(C)C1=O
 : -5%	-21%	1	?	12%	-29%	?	-12%	26%
5. O=C1NC(=O)N(c2ccc3c(c2)OCO3)C(=O)/C1=C\c1ccc(-c2ccccc2C(=O)O)o1
 : 20µM*	10µM*	7	?	0%	?	0%	79µM*	10µM*
6. CC(=O)OC1C(=O)OCC23CCC4(C)OC4C2OC2CC(OC(=O)C=CC=CC(=O)OCCC1C)C3(C)C21CO1 (stereo not given)
 : nt	nt	-6	-36%	0%	-58%	nt	-3%	-28%
7. CCCCNC(=O)c1cc(-c2cccnc2)nc2ccc(S(=O)(=O)NCCCC)cc12
 : nt	?	2	-9%	5%	3%	-10%	-6%[60.1 µM]	-23%
8. Cc1cccc(C(=O)NC(Oc2ccccc2)C(Cl)(Cl)Cl)c1 (stereo not given)
 : 1%	23%	-4	-52%[56.9 µM]	-4%	-22%	-21%	-14%	8%
9. Oc1cccc2nc3ccccc3nc12
 : 2%	6%	14	-26%	2%	10%	-16%	1%	-16%
10. Cc1ccc2c(c1)Cc1c(C(=O)NN3CCCCC3)nn(-c3ccc(Cl)cc3Cl)c1-2
 : -6%	nt	nt	nt	nt	?	-13%	4%[60.1 µM]	nt
11. NC(Cc1cc(O)c(O)cc1O)C(=O)O (stereo not given)
 : 0.11µM*	0.11µM*	5	3µM*	nt	?	nt	0.67µM*	0.28µM*
12. OC1/C(=C/c2ccccc2F)N2CCC1CC2 (stereo not given)
 : 2%	2%	-11	17%	-4%	-9%	?	-13%	-7%
13. O=c1[nH]c2c(c(=O)n1C1CCCCC1)CCC2
 : 1%	1%	-6	-3%	-1%	1%	1%	3%	-5%
14. CCCNC(=O)c1c(N)n(CC2CCCO2)c2nc3ccccc3nc12 (stereo not given)
 : -1%	10%	11	-17%[56.9 µM]	-13%	7%	723%[activator]	-12%	0%
15. N#CC1=C(N)Oc2c(c(=O)sc3ccccc23)C1c1ccncc1 (stereo not given)
 : 13%	38%	0	-40%	11%	-7%	-11%	-1%	-14%
16. CCOc1ccc(CN(CCCl)CCCl)cc1C(=O)OC
 : -2%	22%	-3	11%	-10%	nt	-8%	-8%	4%
17. CCOC(=O)COc1ccc(/C=C2\C(=O)NC(=S)N(c3ccc(OC)cc3)C2=O)cc1OC
 : 21%	-21%	-3	?	11%	0%	-14%	7%	-9%
18. Cc1nn(C)cc1-c1cc(C(=O)O)c2ccccc2n1
 : 31%[activator]	11%	-1&-7	?	-2%	?	-10%	-8%	-8%
19. CCOc1cc2[nH]c(=S)n(CCCC(=O)N3CCC4(CC3)OCCO4)c(=O)c2cc1OCC
 : -2%	-3%	3	-3%	3%	0%	27%	-6%	-19%
20. Cc1ccccc1C1=NCC(=O)N(CC(=O)NCc2ccco2)c2sc3c(c21)CCCC3
 : -3%	8%	-3	-45%	nt	-26%	-18%	-7%[60.1 µM]	7%
21. O=C1NC(=S)NC(=O)C1=Cc1cccc2cc3ccccc3cc12
 : -10%	-4%	1	?	-9%	-27%	-4%	-4%	50µM*
22. CC12CCC3c4ccc(OP(=O)(N5CC5)N5CC5)cc4CCC3C1CCC2=O (stereo not given)
 : nt	nt	0	-37%	6%	24%	nt	-14%	1%
23. COc1ccc(C2(C#N)CC[N+](C)(C)CC2)cc1
 : -1%	23%	-5	24%	7%	463%[activator]	-6%	-3%	-3%
24. CC(C)c1ccc(N2C(=O)NC(=O)/C(=C/c3cnc(-c4ccccc4)nc3)C2=O)cc1
 : 2%	8%	-17	?	11%	16µM*	55%[activator]	-11%	-2%
25. COC(=O)c1c(Sc2ccccc2)c2ccccc2n1C
 : -10%	13%	-8	-52%	3%	?	7%	?	-5%
26. COc1cccc(NC(=O)CSC2=Nc3ccccc3C3=NC(CCC(=O)NCCc4ccccc4)C(=O)N23)c1 (stereo not given)
 : nt	-6%	-3	-2%	0%	2%	?	-3%[60.1 µM]	0%
27. CC(=O)NBr
 : -4%	7%[57.1 µM]	nt	0%[56.9 µM]	nt	nt	nt	11%[60.1 µM]	0%[57.1 µM]
28. O=Cc1cn(Cc2ccc([N+](=O)[O-])cc2)c2ccccc12
 : -4%	45%	-7	-27%	-2%	-2%	-3%	-2%	-15%
29. OC(CNCCc1c[nH]c2ccccc12)c1ccccc1 (stereo not given)
 : 21%	-2%	-6	-10%	17%	-9%	-5%	-7%	-11%
30. CN1CCc2c(C#N)c(Cl)nc(Cl)c2C1
 : 4%	8%	1	-5%	12%	-15%	48%[activator]	-25%	-4%

Given with each value named: 4 of the compounds above.
[27] CC(=O)NBr
  APE1 inh: -4%
  Pol beta inh: 7%[57.1 µM]
  LDHA block: nt
  RGS4 inhibitor: 0%[56.9 µM]
  ERG Ets-DNA blk: nt
  ALOX12 inh: nt
  Anesthetic bind: nt
  Pol kappa inh: 11%[60.1 µM]
  POLH inh: 0%[57.1 µM]

[2] O=C(Oc1ccc(Cl)cc1)N1CCOCC1
  APE1 inh: 2%
  Pol beta inh: 8%
  LDHA block: -6
  RGS4 inhibitor: ?
  ERG Ets-DNA blk: -6%
  ALOX12 inh: 7%
  Anesthetic bind: -1%
  Pol kappa inh: 1%
  POLH inh: -13%

[17] CCOC(=O)COc1ccc(/C=C2\C(=O)NC(=S)N(c3ccc(OC)cc3)C2=O)cc1OC
  APE1 inh: 21%
  Pol beta inh: -21%
  LDHA block: -3
  RGS4 inhibitor: ?
  ERG Ets-DNA blk: 11%
  ALOX12 inh: 0%
  Anesthetic bind: -14%
  Pol kappa inh: 7%
  POLH inh: -9%

[10] Cc1ccc2c(c1)Cc1c(C(=O)NN3CCCCC3)nn(-c3ccc(Cl)cc3Cl)c1-2
  APE1 inh: -6%
  Pol beta inh: nt
  LDHA block: nt
  RGS4 inhibitor: nt
  ERG Ets-DNA blk: nt
  ALOX12 inh: ?
  Anesthetic bind: -13%
  Pol kappa inh: 4%[60.1 µM]
  POLH inh: nt

The listing continues.
31. CN1CCN(c2cc([N+](=O)[O-])ccc2Cl)CC1
32. CC1OC(OC2C=C3CCC4C(CCC5(C)C(c6ccc(=O)oc6)CCC45O)C3(C)CC2)C(O)C(OC2OC(CO)C(O)C(O)C2O)C1O (stereo not given)
33. C=CCN1C(=O)/C(=C/c2ccc(Br)s2)C(=O)NC1=S
34. COc1cc(CN2CCN(C(=O)COc3ccccc3)CC2)cc(OC)c1OC
35. CC(=O)N1CN(C(C)=O)CN(C(C)=O)C1
36. COc1ccc(CCn2c(O)c(C=NCCCO)c(=O)[nH]c2=O)cc1OC
assay / entry | 31 | 32 | 33 | 34 | 35 | 36
APE1 inh | -10% | nt | 32% | 3% | -11% | -5%
Pol beta inh | 43% | nt | ? | 27% | 22% | 2%
LDHA block | -8 | -9 | -5 | -14 | 1 | -2
RGS4 inhibitor | 18%[11.4 µM] | -25% | ? | 6% | 15%[11.4 µM] | -4%
ERG Ets-DNA blk | 3% | 0% | 74%[activator] | 14% | 0% | -5%
ALOX12 inh | -7% | 1% | 5.6µM* | -31% | 10% | 204%[activator]
Anesthetic bind | -8% | nt | ? | -9% | -3% | -13%
Pol kappa inh | -8%[60.1 µM] | -4% | 79µM* | -7% | -19%[60.1 µM] | 6%
POLH inh | -7% | -15% | 20µM* | -12% | 2% | -10%

37. CCCC1=C(C(=O)OCC)C2(C(=O)Nc3ccccc32)C(C#N)=C(N)O1 (stereo not given)
38. CCc1cccc(NC(=O)Cn2c(=O)oc3cc(S(=O)(=O)N4CCOCC4)ccc32)c1
39. CN1C(=O)C(=CN2CCN(C(=O)c3ccco3)CC2)C(=O)N(C)C1=S
40. OCCN(Cc1ccccc1)Cc1cccc(F)c1
41. CC(NCc1cccc(Cl)c1Cl)C(O)c1ccccc1 (stereo not given)
42. O=c1[nH]c(=O)n(-c2ccc(Br)cc2)c(O)c1C=NC(CO)(CO)CO
43. O=C(c1cc(S(=O)(=O)N2CCC3(CC2)OCCO3)ccc1F)N1CCC2(CC1)OCCO2
assay / entry | 37 | 38 | 39 | 40 | 41 | 42 | 43
APE1 inh | 5% | 3% | 21% | 14% | 1% | 3% | 7%
Pol beta inh | 13% | -7% | 38% | -1% | 1% | 2% | 4%
LDHA block | 9 | -10 | -2 | -11 | 3 | 2 | -1
RGS4 inhibitor | 4% | 2% | -52% | 4% | -20% | -41% | 6%
ERG Ets-DNA blk | 4% | 2% | 1% | 9% | 0% | 4% | 13%
ALOX12 inh | -41% | -18% | -20% | ? | 0% | i | -11%
Anesthetic bind | -21% | ? | -8% | -5% | 6% | 3% | -3%
Pol kappa inh | -3% | -7% | -2% | -7% | -2% | 12% | 6%
POLH inh | -13% | -21% | -5% | -16% | -21% | -7% | -5%
